# SW480 rerep = A quantitative high throughput screen for small molecules that induce DNA re-replication in SW480 colon adenocarcinoma cells. SW480 DNA re-replication, Hoechst DNA content imaging, 48 h. 340,000 compounds, 1.8% hits. Potency, µM (doses to about 46.1 µM), without a hit: at the highest dose re-replication activation, hits mostly activators; also: % of control where 0% means no effect; nearly all actives have a fitted effect of over 55% in size
#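 Treated cells incubate 48 hr (37 C, 5% CO2), are stained 40 min with Hoechst, and nuclear fluorescence is enumerated; a rise in nuclei with high DNA signal marks re-replication.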
# GLP1R ag = qHTS of GLP-1 Receptor Agonists; HEK293 GLP-1R CRE-luciferase, luminescence, 4-6 h; cells express a hypersensitive GLP-1R form; Potency, µM (series often up to 45.6 µM), inactives show top-dose activation, usual class: activators; 380,000 compounds, 0.007% hits; AID 624172, 2012; also: % of control where 0% means no effect
# Target sequence (P43220 whole entry, looked up): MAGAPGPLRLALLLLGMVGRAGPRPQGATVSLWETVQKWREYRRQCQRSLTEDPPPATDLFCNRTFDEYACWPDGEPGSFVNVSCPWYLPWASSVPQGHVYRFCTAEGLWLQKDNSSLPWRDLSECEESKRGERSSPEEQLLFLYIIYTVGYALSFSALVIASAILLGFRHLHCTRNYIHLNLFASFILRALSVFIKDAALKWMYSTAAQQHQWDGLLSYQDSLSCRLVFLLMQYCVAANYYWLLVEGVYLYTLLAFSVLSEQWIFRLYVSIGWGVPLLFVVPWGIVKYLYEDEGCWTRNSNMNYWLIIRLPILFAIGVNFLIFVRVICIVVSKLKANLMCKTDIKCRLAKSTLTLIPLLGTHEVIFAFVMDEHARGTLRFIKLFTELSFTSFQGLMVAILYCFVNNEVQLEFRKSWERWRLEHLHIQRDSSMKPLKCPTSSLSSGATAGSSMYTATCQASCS
# GLP-1R inv ag = qHTS of GLP-1 Receptor Inverse Agonists (Inhibition Mode) | 410,000 compounds, 1.6% hits | Potency, µM (series often up to 38.3 µM), for the others: at the top dose activity change, negative = inhibition, actives largely listed as inhibitors | Glucagon-like peptide 1 receptor (Homo sapiens), P43220 | HEK293 GLP-1R CRE-luciferase, luminescence, 24 h; GLP-1R form is constitutively active; also: % is scaled to controls: 0 for no effect and ±100 for the full control effect; nearly all actives have a fitted effect of over 55% in size
#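 Inverse agonists were sought by their lowering of basal cAMP reporter luciferase output in HEK293 cells stably carrying constitutively active human GLP-1R, after 24 h compound treatment.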
# HT1080 IDH1KD tx = qHTS for induction of synthetic lethality in tumor cells producing 2HG: qHTS for the HT-1080-IDH1KD cell line | HT-1080 IDH1 knockdown viability, ATP luminescence, 48 h | Potency, µM (doses to about 46.1 µM), inactives show top-dose activity, negative = toxicity, hits mostly cytotoxic | 360,000 compounds, 2% hits | AID 686971, 2013;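 also: 0% = DMSO wells and -100% = cell-free medium wells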
#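 IDH1KD HT-1080 cells, 750/well, RPMI + 5% FBS; compound pinned after 2 h settling; 48 h, 37 °C; CellTiter-Glo luminescence; % activity normalised to DMSO and no-cell wells; curves fitted, classed by r2 and efficacy.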
# TDP43 rescue = qHTS of TDP-43 Inhibitors; TDP-43 expressing yeast growth rescue, BacTiter-Glo, 24 h; Potency, µM (titrated, usually from 46.1 µM), inactives show top-dose growth rescue (activation), most hits filed as activators; 410,000 compounds, 1.8% hits; also: % of control where 0% means no effect; nearly all actives have a fitted effect of over 50% in size
#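 Growth rescue of TDP-43-toxic yeast measured as ATP luminescence (BacTiter-Glo). Cells grown to mid-log in raffinose, induced in galactose at OD600=0.02, exposed to compound 24 hr at 30 deg C.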
# KB-V1 cytotox = qHTS assay for MDR1-selective chemotherapeutics: Primary screen using the drug-selected MDR subline cells KB-V1. KB-V1 MDR cells viability, CellTiter-Glo, 72 h. Potency, µM (doses to about 46.1 µM), for inactives: top-dose activity change, negative = cytotoxicity, usual class: cytotoxic. 400,000 compounds, 3.4% hits. AID 1347076, 2019; also: % is scaled to controls: 0 for no effect and ±100 for the full control effect; nearly all actives have a fitted effect of over 60% in size
#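 Cytotoxicity via CellTiter-Glo luminescence after 72 h compound exposure at 37 degrees C. Cells: drug-selected KB-V1 line, DMEM phenol-red free plus 10% FBS. Compounds tested at multiple concentrations; normalized data fitted to concentration-effect curves.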
# HT1080NT lethal = qHTS for induction of synthetic lethality in tumor cells producing 2HG: qHTS for the HT-1080-NT fibrosarcoma cell line | HT-1080-NT fibrosarcoma viability, CellTiter-Glo ATP luminescence, 48 h | Potency, µM (titrated, usually from 46.1 µM), without a hit: at the highest dose activity, negative = less viability, most hits filed as cytotoxic | 360,000 compounds, 1.6% hits;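 also: NT is the 2HG producing partner of a matched IDH1 knockdown line; 0% = DMSO-treated cells and -100% = media-only wells without cells; nearly all actives have a fitted effect of over 55% in size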
#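 Compounds were tested in concentration-response format on HT-1080-NT cells for 48 hours at 37 degrees C. Cell viability came from CellTiter-Glo luminescence; curves were classified by r2, response magnitude and activity.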
# HEK293 tox = qHTS of GLP-1 Receptor Inverse Agonists: Cytotox Screen; Potency, µM (series often up to 38.3 µM), for inactives: top-dose activity change, negative = inhibition, usual class: inhibitors; HEK293 cAMP-luciferase reporter cells, luminescence, 24 h; 410,000 compounds, 0.13% hits;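 also: loss of luciferase light is scored as toxicity; % is scaled to controls: 0 for no effect and ±100 for the full control effect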
#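 A 23 nL compound transfer followed 12 hours of cell culture at 37 deg C; exposure then lasted 24 hr. Luciferase assay detection reagent was dispensed and plates read for luminescence after a 12 min room-temperature wait.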
# KB-3-1 cytotox = qHTS assay for MDR1-selective chemotherapeutics: Primary screen using the parental adenocarcinoma cell KB-3-1. KB-3-1 viability, CellTiter-Glo ATP luminescence, 72 h. Potency, µM (highest dose often 46.1 µM), inactives show top-dose activity change, negative = cytotoxic, hits mostly cytotoxic. 400,000 compounds, 1.4% hits; also: % is scaled to controls: 0 for no effect and ±100 for the full control effect; nearly all actives have a fitted effect of over 60% in size
#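 72 h, 37 °C compound treatment of KB-3-1 parental cells; CellTiter-Glo added, 10 min, luminescence read. Data corrected against DMSO-only plates and normalized before curve fitting.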
# Starred values were filed as active, the others as inactive; ? = inconclusive; . = no result given; & = joins results of further samples; [ ] = remark or other dose. Calls follow the shape of the dose curve; as a rule, active = well fitted curve in the direction sought with a large enough effect; inconclusive = small, poorly fitted or top-dose-only effect, or another doubt; inactive = no such curve, though single readings can be large; an effect the other way counts as inactive or inconclusive. Potency is read from the fitted curve at half-maximal effect.
entry	SMILES	TDP43 rescue	HT1080 IDH1KD tx	HEK293 tox	HT1080NT lethal	SW480 rerep	KB-V1 cytotox	KB-3-1 cytotox	GLP1R ag	GLP-1R inv ag
1	Cc1ccc(S(=O)(=O)NCC(=O)OCc2csc(CC(=O)Nc3ccccc3C)n2)cc1C	-10%	12%	3%	-2%	-14%	-1%	0%	-2%	-1%
2	CCC1CCc2c(sc(NC(C)=O)c2C#N)C1 (configuration not stated)	?	-6%	-10%	0%	11%	-24%	-3%	?	18%
3	S=C(NCCc1ccccn1)Nc1ccc(Cl)cc1	24%	18%	-15%	13%	-3%	-31%	-3%	3%	23%
4	CC(=O)N1N=C(c2ccc(C)o2)CC1c1cccc(F)c1 (configuration not stated)	3%	0%	-12%	14%	-20%	62%	2%	7%	-6%
5	COc1ccccc1CNC(=O)C1CCCN(S(=O)(=O)c2cccs2)C1 (configuration not stated)	-2%	0%	-7%	-2%	-4%	-15%	-4%	15%	-7%
6	Cc1c(C(=O)N2CCOCC2)sc(NC(=O)CCl)c1C#N	-2%	12µM*	1%	13µM*	25%	-20%	?	7%	3%
7	CCOC(=O)c1c(C)n(OCc2ccccc2)c2ccc3nonc3c12	-1%	0%	5%	0%	-2%	-8%	-17%	-3%	-12%
8	CSc1nc(C(=O)N2CCCC(N3CCN(c4ccccc4C)CC3)C2)cs1 (configuration not stated)	15%	-4%	1%	-19%	3%	-27%	-13%	-5%	?
9	COc1ccccc1CN(CC(=O)NCc1ccco1)C(=O)CNS(=O)(=O)c1ccc(C)cc1	-2%	-3%	-2%	1%	-1%	0%	3%	1%	?
10	COc1cccc([C@@H]2CC=C(C(=O)O)[C@H](c3ccc(Cl)cc3)N2S(=O)(=O)c2ccc(C)cc2)c1	29%	-11%	-4%	-5%	-8%	?	24%	-2%	-16%
11	COc1ccc(NC(=O)c2c[nH]c(=O)n(-c3ccc(C)c(C)c3)c2=O)c(OC)c1	17%	9%	3%	23%	-18%	43%	16%	3%	-10%
12	O=C(Nc1ccccc1N1CCN(c2ccccc2)CC1)C1CCCCC1	-14%	-3%	-4%	7%	-9%	6%	-1%	-7%	4%
13	O=C(NC(=S)Nc1ccccc1Cl)C1CC1	10µM*	-6%	?	14%	4%	-2%	-17%	20%	?
14	O=C1CCc2ccccc2N1Cc1ccccc1	?	4%	-1%	5%	-8%	?	-5%	6%	-5%
15	COc1ccc(NC(=O)C2CC(c3c(F)cccc3Cl)=NO2)cc1OC (configuration not stated)	17%	5%	-18%	-18%	1%	-6%	2%	23%	27%
16	CC(C)(CO)NC(=O)CC1C(=O)NCCN1Cc1ccc(-c2ccccc2)cc1 (configuration not stated)	-17%	1%	-4%	0%	-14%	0%	4%	12%	-13%
17	OCc1ccccc1-c1cnc2sc(NCc3ccc(F)cc3)nn12	?	-4%	0%	3%	.	-12%	0%	14%	-22%
18	Cc1ccc(-c2nc3ccc(Cl)cn3c2CC2CCCCC2)cc1	18%	19%	-6%	12%	.	?	0%	-2%	-28%
19	O=C(N/N=C/c1ccc([N+](=O)[O-])o1)c1ccncc1	8%	18µM*	0%	?	2%	0%	-15%	-1%	1%
20	CC(OC(=O)CN1C(=O)c2ccccc2C1=O)C(=O)N(C)c1ccccc1 (configuration not stated)	0%	2%	1%	0%	1%	16%	7%	5%	16%
21	CCN(CC)CCCN(C(=O)c1cccs1)c1nc(-c2ccc(OC)cc2)cs1	-16%	?	-38%	?	18µM*	8.2µM*	?	0%	0%
22	O=C(COc1nncc2ccccc12)Nc1ccc(F)c(F)c1	0%	-14%	-1%	3%	1%	-25%	0%	1%	-18%
23	Cc1ccc(NC(=O)CCS(=O)(=O)c2cccc3nonc23)cc1	15%	-8%	-22%[7.66 µM]	7%	-4%	-21%	-6%	0%	-6%[7.66 µM]
24	O=C(Nc1ccccn1)c1ccc([N+](=O)[O-])cc1Cl	?	-1%	4%	-1%	-12%	-3%	-2%	2%	9%
25	CCCS(=O)(=O)NC(=O)C1(C)CCN(C(=O)c2cccc(C(F)(F)F)c2)C1 (configuration not stated)	-5%	10%	1%	27%	.	6%	0%	0%	-2%
26	COc1ccccc1CNC(=O)CN(c1ccc(C)cc1)S(=O)(=O)c1c(C)noc1C	5%&32%	15%	-7%&1%	-2%	-2%	17%&-30%	-9%&0%	4%&0%	1%&-26%
27	CC(C)c1ccc(/C=C/C(=O)O)cc1	?	0%	17%	-7%	-5%	4%	-10%	4%	7%
28	CCn1c(SCC(=O)Nc2nc3ccc(C)cc3s2)nc2c(c1=O)SC(C)C2 (configuration not stated)	-11%	-25%	-16%	-22%	?	-4%	-8%	1%	?
29	CCC(CC)C(=O)N(c1ccc(F)cc1)C1C=CS(=O)(=O)C1 (configuration not stated)	-10%	7%	-2%	1%	-10%	5%	3%	-4%	3%
30	CC1(C)CC(=O)C(Br)=C(O)C1	-21%	16%	?	14%	5%	-2%	12%	-1%	?
31	O=c1cc(O)nc[nH]1	-5%	-1%	2%	-4%	-6%	?	-4%	-2%	6%
32	CSc1ccc(Cl)c(C(=O)NCCOc2cc(C)ccc2C(C)C)c1	-17%	13%[9.24 µM]	-23%	?	2%	-13%	2%	6%	?
33	CCn1cc(C(=O)N2CCN(c3ccc(C)cc3)C(C)C2)c(=O)c2cc(S(=O)(=O)N3CCCC3)ccc21 (configuration not stated)	-3%	.	0%	.	.	2%	-8%	.	7%
34	CCCc1ccc(-c2cc(C(=O)N3CCN(c4ccccn4)CC3)c3ccccc3n2)cc1	8%	?	-13%	-12%	?	?	?	-2%	3.2µM*
35	Cc1ccccc1-c1nc(CN2CCCC(C(=O)NCCCN3CCOCC3)C2)c(C)o1 (configuration not stated)	0%	-2%	-6%	-26%	3%	-29%	2%	0%	?
36	CCn1c(CNc2ccc(C)cc2)nnc1SCC(N)=O	15%	15%	6%	7%	-1%	1%	21%	-2%	3%
37	COc1cc(/C=N/NC(=O)C(C)n2nnc3ccccc32)ccc1O (configuration not stated)	9%	-3%[9.24 µM]	-14%	2%	-7%	-1%	12%	6%	31%[activator]
38	Cn1c(SCC(N)=O)nnc1C1CCN(S(=O)(=O)c2ccccc2C(F)(F)F)CC1	-13%	-4%	-18%	-2%	-5%	18%	4%	-1%	12%
39	CCc1ccc(NC(=O)CSc2ccccn2)cc1	17%	5%	-5%	16%	1%	5%	1%	16%	4%
40	Cn1c(=O)c2c(nc(CN3CCN(C(=O)c4ccco4)CC3)n2CCCc2ccccc2)n(C)c1=O	1%	-5%	-5%	0%	-3%	-4%	-8%	11%	0%
41	CCCCNS(=O)(=O)c1ccc(S(=O)(=O)NCc2ccncc2)cc1	-11%	2%[9.24 µM]	1%	?	-4%	-20%	?	-1%	0%
42	COc1cccc(NC(=O)c2ccc(NC(=O)C3CC(=O)OC34CCCCC4)cc2)c1 (configuration not stated)	16%	1%	-1%	5%	-4%	14%	0%	6%	?
43	O=C(C(=O)N1CCc2ccccc2C1)c1cn(CC(=O)N2CCCCC2)c2ccccc12	-20%	0%	-11%	3%	-2%	-13%	-6%	11%	-20%
44	COc1ccc(CN2CC(=O)N(c3cc(Cl)ccc3C)C2=S)cc1OC	-13%	0%	-7%	7%	7%	-10%	-29%	14%	-26%
45	Cn1c(N)c(C(=O)COC(=O)c2ccc([N+](=O)[O-])o2)c(=O)n(C)c1=O	-21%	-29%	6%	?	?	-6%	?	7%	73%[activator]
46	CN1C(=O)C2CN(CCc3ccccc3)CNC2N(C)C1=O (configuration not stated)	3%	5%	-5%	4%	-1%	10%	9%	-7%	2%
47	Cc1cc([N+](=O)[O-])nn1CC(=O)NNC(=S)Nc1ccc([N+](=O)[O-])cc1	-3%	-1%	-5%	5%	-4%	33%	10%	-14%	-9%
48	CCC12CN3CC(CC)(CN(C1)C3c1ccccc1Cl)C2O (configuration not stated)	0%	19%	1%	13%	-4%	1%	4%	6%	8%
49	CC(OC(=O)c1cccc(S(=O)(=O)N2CCOCC2)c1)C(=O)NC1CCCCC1C (configuration not stated)	0%	1%	0%	4%	-36%[inhibitor]	29%	2%	5%	17%
50	Cn1c(=O)c2c(nc(NC3CCCCC3)n2CC(=O)C23CC4CC(CC(C4)C2)C3)n(C)c1=O	-1%	-12%	65%[activator]	-16%	1%	?	-21%	4%	-1%
51	CCOc1cc(/C=N/Nc2ncc(C)c(=O)[nH]2)ccc1O	-8%	-5%	3%	5%	?	1%	-6%	8%	48%[activator]
52	O=C(Cc1ccccc1F)N1CCN(S(=O)(=O)c2ccc(Cl)cc2)CC1	-11%	-5%	3%	-10%[9.24 µM]	?	-16%	-1%	-4%	0%
